# Compound activity (PubChem)
# BAZ2B block – BAZ2B (human) inhibition. Potency, µM (top dose mostly 114 µM), for the others: at the top dose activity change, negative = inhibition, actives largely listed as inhibitors. actives 4.4% (n = 360,000). Q9UIF8. AlphaScreen BAZ2B-H3K14Ac peptide displacement; further: on the % scale 0 is the no-effect control and ±100 the full control effect; nearly all actives have a fitted effect of over 60% in size
#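 Protein-peptide AlphaScreen: BAZ2B 50 nM, b-H3K14Ac 50 nM, 1x PBS pH 7.4 + 0.01% Tween-20. Preincubation 30 min RT; cpd 30 min RT (top 110 uM); beads 20 min RT, light-protected.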
# POLK inh – inhibitors of human DNA polymerase kappa; Q9UBT6; purified Pol kappa, fluorescent DNA synthesis assay, 10 min; Potency, µM (doses to about 107 µM), without a hit: at the top dose activity, negative = inhibition, hits mostly inhibitors; actives 0.53% (n = 400,000); further: on the % scale 0 is the no-effect control and ±100 the full control effect
#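 First, compounds were pin-transferred onto 10 nM Pol kappa. After 15 min at room temperature, substrate was added to 50 nM final. Fluorescence was then measured kinetically at 0 and 10 min.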
# Pol beta inh – inhibitors of human DNA polymerase beta; P06746; Pol beta primer extension/strand displacement, fluorescence kinetic; Potency, µM (top dose mostly 114 µM), without a hit: top-dose activity change, negative = inhibition, hits mostly inhibitors; actives 1.3% (n = 340,000); further: on the % scale 0 is the no-effect control and ±100 the full control effect
#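 Reaction started by 50 nM substrate onto compound-treated Pol beta (10 nM, 15 min preincubation, room temperature); plates read at 0 min and 10 min. Normalized concentration-effect data fitted by four-parameter Hill equation.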
# BLM inh – blocks DNA unwinding by human BLM helicase; P54132; recombinant BLM DNA unwinding, fluorescence dequenching; Potency, µM (titrated, usually from 56.1 µM), for the others: top-dose activity change, negative = inhibition, usual class: inhibitors; actives 0.2% (n = 350,000); AID 2528;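 further: plate controls were vehicle for no effect and no enzyme for full effect; nearly all actives have a fitted effect of over 35% in size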
# Anesthetic bind – candidate novel general anesthetic via apoferritin binding. P02791. apoferritin/1-aminoanthracene competitive binding, fluorescence. Potency, µM (series often up to 77.5 µM), for inactives: top-dose activity change, negative = displacement, hits mostly inhibitors. actives 0.074% (n = 350,000); further: on the % scale 0 is the no-effect control and ±100 the full control effect; nearly all actives have a fitted effect of over 20% in size
#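 Read-out: endpoint 1-AMA fluorescence, excitation 380 nm and emission 535 nm, after compounds sit 10 min at room temperature with 10 uM horse-spleen apoferritin in 50% saturated 1-AMA/PBS. Values come from four-parameter Hill fits.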
# POLI inh – DNA polymerase iota (human) inhibition; Potency, µM (doses to about 115 µM), for inactives: at the top dose activity, negative = inhibition, hits mostly inhibitors; Pol iota fluorescent replication assay, 10 min; Q9UNA4; actives 1% (n = 390,000)
# Target sequence (Q9UNA4 whole entry, looked up): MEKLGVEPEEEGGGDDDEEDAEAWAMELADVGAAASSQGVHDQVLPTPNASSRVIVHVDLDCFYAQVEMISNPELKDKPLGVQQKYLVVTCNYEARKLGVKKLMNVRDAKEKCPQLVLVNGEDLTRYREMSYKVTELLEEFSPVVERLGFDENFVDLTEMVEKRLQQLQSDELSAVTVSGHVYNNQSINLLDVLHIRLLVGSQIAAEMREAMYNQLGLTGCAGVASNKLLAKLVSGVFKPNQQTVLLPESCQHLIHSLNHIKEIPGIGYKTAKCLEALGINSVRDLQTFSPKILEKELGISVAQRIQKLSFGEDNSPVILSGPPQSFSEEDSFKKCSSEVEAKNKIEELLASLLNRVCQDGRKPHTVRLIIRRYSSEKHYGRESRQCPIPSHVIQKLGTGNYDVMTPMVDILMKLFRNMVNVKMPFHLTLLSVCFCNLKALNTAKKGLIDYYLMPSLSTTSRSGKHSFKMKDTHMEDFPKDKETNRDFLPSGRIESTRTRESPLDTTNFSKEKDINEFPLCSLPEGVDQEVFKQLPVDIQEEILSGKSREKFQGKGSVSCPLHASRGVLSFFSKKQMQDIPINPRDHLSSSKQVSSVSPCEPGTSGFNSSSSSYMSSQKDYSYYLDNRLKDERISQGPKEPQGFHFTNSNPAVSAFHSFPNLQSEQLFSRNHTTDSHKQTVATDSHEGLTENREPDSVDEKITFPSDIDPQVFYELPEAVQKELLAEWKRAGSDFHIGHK
#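 Pol iota at 10 nM preincubated 15 min with compounds at room temperature; reaction started with fluorescent substrate, 50 nM final. Fluorescence read kinetically at 0 and 10 min; buffer-only wells as negative control.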
# G9a block – inhibitors of human histone lysine methyltransferase G9a; AID 504332; Q96KQ7; actives 8.8% (n = 350,000); G9a H3K9 monomethylation, AlphaScreen, 2 h; Potency, µM (series often up to 102 µM), for inactives: top-dose activity, negative = inhibition, actives largely listed as inhibitors; further: on the % scale 0 is the no-effect control and ±100 the full control effect; nearly all actives have a fitted effect of over 75% in size
#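 AlphaScreen read-out: biotin-H3K9 peptide (500 nM) methylation by 20 nM enzyme with 20 uM SAM, 2 h at room temperature after 15 min compound preincubation; anti-monomethyl H3K9 antibody plus donor/acceptor beads, 10 min dark.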
# Pol eta inh – blocks human DNA polymerase eta activity; actives 1.2% (n = 390,000); AID 588591; Q9Y253; recombinant Pol eta, fluorescent DNA replication assay; Potency, µM (top dose mostly 114 µM), for inactives: at the top dose activity change, negative = inhibition, actives largely listed as inhibitors; further: on the % scale 0 is the no-effect control and ±100 the full control effect
#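 Pol eta at 10 nM preincubated with compounds 15 min at room temperature; reaction started with fluorescent substrate (50 nM final) and read kinetically at 0 and 10 min.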
# APEX1 inh – blocks human APE1 abasic DNA cleavage; P27695; recombinant APE1, TAMRA/BHQ-2 abasic DNA cleavage fluorescence; Potency, µM (doses to about 65.8 µM), inactives show at the top dose activity change, negative = inhibition, usual class: inhibitors; actives 0.35% (n = 350,000); AID 2517;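 further: plate controls were vehicle for no effect and reference inhibitor for full effect; nearly all actives have a fitted effect of over 55% in size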
# Target sequence (P27695 whole entry, looked up): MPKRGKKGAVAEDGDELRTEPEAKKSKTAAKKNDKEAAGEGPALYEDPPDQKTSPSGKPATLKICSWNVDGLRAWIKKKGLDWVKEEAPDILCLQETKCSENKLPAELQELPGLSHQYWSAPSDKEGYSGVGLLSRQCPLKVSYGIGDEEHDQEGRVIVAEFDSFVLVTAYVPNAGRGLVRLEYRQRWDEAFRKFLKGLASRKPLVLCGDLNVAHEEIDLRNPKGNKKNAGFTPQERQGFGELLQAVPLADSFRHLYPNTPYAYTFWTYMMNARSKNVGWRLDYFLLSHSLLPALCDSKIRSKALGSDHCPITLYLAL
#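 Step 1: APE1 (0.75 nM) with compound, 15 min RT. Step 2: add 50 nM fluorophore/quencher THF duplex. Step 3: three fluorescence reads 60 s apart (525/598 nm); read 3 minus read 1 = reaction progress.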
# The depositor's hits bear a star; ? = inconclusive; / = no result given; [ ] = dose if it differs, or a comment. The call rests on the fitted dose curve; in most records, active means well fitted curve in the direction sought with a large enough effect; inconclusive means small, poorly fitted or top-dose-only effect, or another doubt; inactive means no such curve, though single readings can be large; an effect the other way counts as inactive or inconclusive. Potency means the concentration at half of the fitted maximal effect. These rows are one share of the data (hit frequency here may not be typical).
SMILES,BAZ2B block,POLK inh,Pol beta inh,BLM inh,Anesthetic bind,POLI inh,G9a block,Pol eta inh,APEX1 inh
O=S(=O)(NCc1ccccn1)c1cc(C(F)(F)F)ccc1Cl,-19%,4%,2%,1%,-7%,14%,?,14%,0%
Cc1noc(C)c1COC(=O)Cc1ccc(Br)cc1,/,-3%,-24%,-1%,?,102%[activator],100%[activator],-14%,-4%
CC(=O)Nc1cc(C(=O)NCCN2CCN(Cc3ccccc3)CC2)ccc1Sc1ccc(C)cc1,-25%,-15%,-8%,4%,-20%,33%[activator],-8%,-2%,-11%
O=C(/C=C/c1ccc([N+](=O)[O-])cc1)NCCN1C(=O)S/C(=C\c2ccc(F)cc2)C1=O,-14%,-3%,4%,0%,-6%,155%[activator],0%,-17%,-4%
COc1ccc(NC(=O)Cn2c(C)cc(=O)c3cccc(OC)c32)cc1,4%,-19%,-22%,-1%,-2%,10%,14%,2%,0%
Cc1ccc(-c2csc(NC(=O)c3ccc4c(=O)n5c(nc4c3)CCCCC5)n2)cc1,10%,-20%,7%[57.1 µM],-2%,-7%,-3%,1%,-11%,0%
COC(=O)c1cc(S(=O)(=O)NCCCN2CCCC2=O)cn1C,-18%,10%,22%,-1%,3%,15%,9%,10%,16%
CCC1CCC(C(=O)NC(CCSC)C(=O)NCCc2ccc(S(N)(=O)=O)cc2)CC1 (configuration not stated),3%,6%,15%,-4%,-3%,21%,?,?,3%
COC(=O)c1cn(NC(=O)c2cccnc2)c(=O)c2ccccc12,1%,-9%,5%,3%,-12%,10%,55%[activator][12.7 µM],-5%,5%
O=C1CNC(=S)N1CCc1ccccc1Cl,2%,0%,26%,1%,2%,48%[activator],11%,-18%,0%
CC1CCN(C(=O)Cn2cc(C(=O)c3ccco3)c3ccccc32)CC1,8%,0%,21%,3%,?,5%,/,-3%,1%
NS(=O)(=O)c1ccc(NCC2COc3ccccc3O2)c([N+](=O)[O-])c1 (configuration not stated),-35%,0%,1%,-3%,?,8%,50µM*,-11%,1%
CCC(C)NCC(O)COCc1ccc(Cl)cc1 (configuration not stated),-3%,-12%,12%,4%,-9%,3%,-31%[12.7 µM],-7%,3%
Cc1nn(C)cc1/C=C(/C#N)C(N)=O,4%,-15%,53%,2%,0%,10%,8%[59 µM],-9%,0%
O=C(c1ccc([N+](=O)[O-])cc1[N+](=O)[O-])N1CCc2ccccc21,?,2%,1%,-3%,?,4%,/,-16%,-9%
COc1ccc(CNC(=O)c2ccc3oc(C(C)C)nc3c2)cc1,0%,4%,3%,2%,-20%,98%[activator],12%[0.501 µM],-21%,-20%
COc1ccc(OC)c(S(=O)(=O)NCC(=O)NC2CCCc3ccccc32)c1 (configuration not stated),?,-3%,/,/,/,24%,-5%,-11%,-7%
CCC(=O)N1CCc2cc(S(=O)(=O)CCC(=O)NCc3ccc(F)cc3)ccc21,/,-7%,20%,0%,-2%,1%,-28%[59 µM],6%,/
COc1cc(C(=O)Nc2ccc(-c3cc(C(F)(F)F)nn3-c3ccccc3)cc2)cc(OC)c1OC,-23%,-16%,-14%,-11%,-7%,3%,-10%[59 µM],/,/
Cc1oc2c(c(C)cc3oc(=O)c(CC(=O)NCCCN4CCCC4=O)c(C)c32)c1C,7%,12%,?,-10%,-5%,-20%,/,6%,-19%
Cc1ccc(NC(=O)c2oc3ccc(S(=O)(=O)N4CCC5(CC4)OCCO5)cc3c2C)c(C)c1,-19%,-3%[60.1 µM],-17%,-4%,-2%,-19%,-2%[59 µM],4%,/
Cc1ccc(-c2nc3cc(NC(=O)c4cc5ccccc5o4)ccc3o2)cc1,0%,5%,19%,-4%,9%,-5%,-3%[59 µM],-1%,/
COc1ccc(Cl)cc1NC(=O)Cn1c(=O)n(CCCC(=O)NCCc2ccc(OC)c(OC)c2)c(=O)c2ccccc21,-8%,5%,-14%,-7%,42%[activator],1%,-24%[59 µM],-20%,/
COc1ccc(/C=C2\CCC(C3CCCC3)C2=O)cc1Cn1nc(C)cc1C (configuration not stated),6%,-10%,-9%,-4%,2%,15%,-16%[59 µM],-13%,1%
COc1cc2c(cc1OC)CN(C(=O)c1ccc3[nH]c(C)c(C)c3c1)CC2,50µM*,-20%,2%,-2%,-22%,79%[activator],/,-17%,-12%
SMILES,BAZ2B block,POLK inh,Pol beta inh,BLM inh,Anesthetic bind,POLI inh,G9a block,Pol eta inh,APEX1 inh
CCc1ccc(N2CC(C(=O)NCCC3=CCCCC3)CC2=O)cc1 (configuration not stated),-4%,7%,7%,-2%,-8%,50%[activator],0%,-13%,-3%
O=C(CN1CCC(NC(=O)c2cccc(F)c2)CC1)Nc1ccc(Br)cc1,-11%,2%,-12%,-7%,-9%,110%[activator],-6%,-4%,2%
CC(C)Oc1ccc(S(=O)(=O)N2CCCCC2)cc1NC(=O)CC1OC(=O)c2ccccc21 (configuration not stated),9%,-8%,/,/,/,11%,-7%[0.501 µM],-2%,-17%
N#C/C(=C\c1c[nH]c2ccccc12)c1nnc2n1CCCCC2,-2%,-9%,-1%,-9%,1%,116%[activator],8%[59 µM],-20%,4%
S=C1NC2CCCCC2N1 (configuration not stated),-22%,6%,-10%,2%,-10%,66%[activator],9%,-5%,-4%
O=S(=O)(c1ccccc1)c1nc(-c2ccccc2)oc1N1CCOCC1,-6%,-12%,-3%,-1%,-3%,12%,4%,-10%,6%
COc1ccc(C(O)(CCC(C)C)C(CN2CCOCC2)c2ccc(Cl)cc2)cc1 (configuration not stated),-19%,-2%,-1%,-10%,-5%,?,?,-18%,0%
CCn1c(CCl)nc2cc(S(=O)(=O)N3CCOCC3)ccc21,/,-4%,/,/,/,?,/,1%,-5%
COCCNc1nc(N)c([N+](=O)[O-])c(N2CCCCCC2)n1,-16%,-22%,46%,-5%,-4%,14%,16%,-1%,2%
Cc1ccc(NC(=O)CC2C(=O)NCCN2C(=O)c2ccc(F)cc2)cc1 (configuration not stated),3%,-8%,11%,-1%,-13%,-4%,17%,-5%,2%
CCCn1c(=O)c2c(nc3n2CC(C)CN3Cc2ccccc2)n(C)c1=O (configuration not stated),?,8%,6%,0%,2%,4%,?,-4%,59%[activator]
CCOC(=O)CN1C(=O)CC(c2ccc([N+](=O)[O-])cc2)C1=O (configuration not stated),-2%,4%,13%,-1%,-9%,13%,45µM*,0%,17%
COc1cccc(NC(=S)Nc2ccc(Br)cc2Cl)c1,0%,-1%,2%,-2%,-20%,32%[activator],16%,-10%,1%
Cc1cccc(N(CC(=O)NC(C)(C)C)C(=O)CS(=O)CC(=O)Nc2ccc(F)cc2)c1 (configuration not stated),-6%,8%,-1%,-2%,-11%,23%,?,-15%,0%
O=c1nc(-c2ccccc2)cc(C(F)(F)F)[nH]1,5%,-2%,30%,0%,-6%,-1%,-8%,1%,-4%
CN1CCN(C(=O)/C=C/c2ccc([N+](=O)[O-])o2)CC1,1%,-10%,39%,-3%,1%,-10%,-21%,-21%,9%
O=C(O)c1ccc(S(=O)(=O)NCc2cccnc2)cc1,-16%,2%,-8%,2%,3%,120%[activator],14%,-21%,44%[activator]
COc1ccc(CC(=O)NCC2CCCN(Cc3ccc(SC)cc3)C2)cc1 (configuration not stated),-3%,-3%,12%,1%,-15%,24%,/,-17%,-5%
COc1ccc(OCC(=O)Nc2ccc3c(c2)OCO3)cc1,-17%,-9%,-2%,-12%,-12%,117%[activator],?,7%,17%
O=C1c2ccccc2NC(c2ccc(O)c(O)c2)N1c1ccccc1Cl (configuration not stated),40µM*,?,0%,-2%,-12%,?,45µM*,2%,-13%
COc1ccc(CNc2ccnc(-c3ccc4c(c3)OCO4)n2)c(OC)c1,/,-5%[60.1 µM],/,-7%,/,/,-30%[0.501 µM],/,-6%
O=C(CN1C(=O)NC2(CCc3ccccc32)C1=O)NCc1ccccc1Cl (configuration not stated),12%,-8%,/,/,/,-10%,21%[2.33 µM],-17%,-4%
CNC(=O)[C@H]1O[C@@H](n2cnc3c(NCc4cccc(I)c4)ncnc32)[C@H](O)[C@H]1O,/,/,6%[57.1 µM],/,/,-7%[58.9 µM],18%[12.7 µM],-2%[57.1 µM],-1%
Cc1nn(C)cc1C(=O)Nc1c(C)nn(Cc2ccccc2Cl)c1C,8%,-1%,25%,3%,3%,14%,4%[59 µM],-4%,13%
O=C(COc1ccc(Cl)cc1)NCCc1ccccn1,0%,0%,9%,-8%,2%,27%,15%,-2%,19%
COc1ccccc1Nc1nc(C)nc(N)c1S(=O)(=O)c1ccccc1,-17%,5%,29%,-4%,-4%,11%,0%[59 µM],-9%,/
COc1ccc(-c2nc3sc(CCNC(=O)c4cc(OC)c(OC)c(OC)c4)c(C)n3n2)cc1,-2%,-1%[60.1 µM],19%,3%,-2%,28%,2%[59 µM],-17%,/
CCc1ccc(C(=O)C(C)OC(=O)c2nn(C)c(=O)c3ccccc23)cc1 (configuration not stated),3%,-4%,/,/,/,7%,-11%[0.501 µM],-5%,-9%

# 3 compounds out of the list above, ordered by the number in POLK inh, lowest first:
smiles | POLK inh
O=c1nc(-c2ccccc2)cc(C(F)(F)F)[nH]1 | -2%
O=C(COc1ccc(Cl)cc1)NCCc1ccccn1 | 0%
CCOC(=O)CN1C(=O)CC(c2ccc([N+](=O)[O-])cc2)C1=O (configuration not stated) | 4%

# Some values from above.
# In BLM inh, COc1ccc(-c2nc3sc(CCNC(=O)c4cc(OC)c(OC)c(OC)c4)c(C)n3n2)cc1 is entered as 3%
# In APEX1 inh, COc1ccc(CC(=O)NCC2CCCN(Cc3ccc(SC)cc3)C2)cc1 (configuration not stated) is entered as -5%
# In BAZ2B block, COCCNc1nc(N)c([N+](=O)[O-])c(N2CCCCCC2)n1 is entered as -16%
# In APEX1 inh, COc1ccc(C(O)(CCC(C)C)C(CN2CCOCC2)c2ccc(Cl)cc2)cc1 (configuration not stated) is entered as 0%
# In POLK inh, COc1ccc(CNc2ccnc(-c3ccc4c(c3)OCO4)n2)c(OC)c1 is entered as -5%[60.1 µM]
# In BAZ2B block, COc1cccc(NC(=S)Nc2ccc(Br)cc2Cl)c1 is entered as 0%
